PostGolgi yeast = growth inhibition of a yeast mutant, post-Golgi transport screen; post-Golgi transport phenotypic cell assay; inhibition, % at 10 µM; 98,000 compounds, 0.9% hits; AID 739;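 further: yeast cells grown in 1536-well plates; yeast grown about 18 h at 30C before absorbance read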
CYP2C19 activ = cytochrome P450 2C19 (human) activation; P33261; recombinant CYP2C19, luciferin-H EGE luminescence; hits give high values; 0 = fully inhibited enzyme, 1 = untreated enzyme; activation factor at 5 µM; 96,000 tested, under 10 active; AID 1025;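 active means activation factor of at least 2 at 5 µM in the primary screen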;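 further: 0 = wells with 2.5 mM tranylcypromine and 1 = vehicle-only wells; values of inactives mirror those of a sister screen read the other way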
Target sequence (P33261 whole entry, looked up): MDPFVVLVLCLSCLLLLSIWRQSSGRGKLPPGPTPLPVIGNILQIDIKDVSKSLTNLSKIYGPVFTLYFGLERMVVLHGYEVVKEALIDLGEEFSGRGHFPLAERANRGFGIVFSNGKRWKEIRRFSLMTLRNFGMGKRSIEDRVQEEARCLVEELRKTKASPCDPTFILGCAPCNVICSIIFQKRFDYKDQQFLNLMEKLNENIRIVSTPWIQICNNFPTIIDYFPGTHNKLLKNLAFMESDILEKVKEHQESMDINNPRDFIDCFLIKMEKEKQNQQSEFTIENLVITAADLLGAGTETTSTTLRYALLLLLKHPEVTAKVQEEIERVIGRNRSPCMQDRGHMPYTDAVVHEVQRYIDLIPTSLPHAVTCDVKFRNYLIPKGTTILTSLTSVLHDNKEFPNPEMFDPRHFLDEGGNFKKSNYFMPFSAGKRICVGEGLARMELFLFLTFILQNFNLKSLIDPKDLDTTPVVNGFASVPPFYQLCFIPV
DAT uptake mod = changed human dopamine transporter uptake under cocaine IC80. Q01959. LLC-PK1 hDAT cells, [14C]-dopamine uptake with cocaine IC80; actives deviate in either direction. B-score at 10 µM. 110,000 compounds, 1.3% hits;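 active means Z score or B-score, a plate-position-corrected score, falls beyond the plate's 99.7% confidence bounds, in either direction; inactive means both scores lie inside the 99.7% bounds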;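 further: scored against the spread of the other compound wells on the same plate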
S1P2 antag = S1P2 (human) receptor antagonism; O95136; cell-based S1P2 antagonist assay, inhibition at 5 uM; inhibition, % at 5 µM; 97,000 compounds, 0.21% hits; AID 736; in the data active means inhibition above about 45%;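 further: CRE beta-lactamase reporter cells expressing human S1P2 stimulated with S1P; 0% = agonist at EC80 alone and 100% = agonist plus reference antagonist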
Target sequence (O95136 whole entry, looked up): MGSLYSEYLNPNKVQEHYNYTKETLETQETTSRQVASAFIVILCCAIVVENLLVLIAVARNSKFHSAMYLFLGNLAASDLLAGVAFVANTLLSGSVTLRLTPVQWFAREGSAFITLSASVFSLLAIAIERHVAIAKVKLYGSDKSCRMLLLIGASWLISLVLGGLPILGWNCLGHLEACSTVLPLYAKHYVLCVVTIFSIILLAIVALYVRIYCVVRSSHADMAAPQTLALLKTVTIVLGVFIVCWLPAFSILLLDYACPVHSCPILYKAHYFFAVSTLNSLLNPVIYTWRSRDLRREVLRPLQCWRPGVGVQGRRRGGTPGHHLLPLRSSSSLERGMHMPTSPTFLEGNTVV
PostGolgi ctrl = growth of the yeast control strain, post-Golgi counter-screen. efflux-deficient yeast background strain, growth absorbance A615, 16 h. inhibition, % at 10 µM. 98,000 compounds, 5% hits
CYP2C19 inh = inhibitors of human CYP2C19; CYP2C19 Supersomes, luciferin-H EGE luminescence, 30 min; inhibition, % at 5 µM; 96,000 compounds, 21% hits; AID 778; P33261;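 active means CYP2C19 inhibition above a set limit at 5 µM in the primary screen, cut at about 50% in these data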;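 further: plate controls were negative control wells for no effect and 2.5 mM tranylcypromine positive control for full effect; values of inactives mirror those of a sister screen read the other way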
sEH inhibitor = blocks human soluble epoxide hydrolase activity. P34913. recombinant human sEH enzymatic activity assay. inhibition, % at 2 µM. 91,000 compounds, 0.34% hits; in the data active means inhibition above about 80%; further: values of inactives mirror those of a sister screen read the other way; many of its hits are not listed in these tables
S1P2 ag = S1P2 (human) receptor agonism; 97,000 compounds, 0.46% hits; activation, % at 4.5 µM; S1P2-expressing cell line, agonist reporter read-out; O95136; in the data active means activation above about 16%;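 further: 0% = vehicle low control and 100% = maximal reference agonist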
sEH act = increases human soluble epoxide hydrolase activity | AID 717 | 91,000 compounds, 0.04% hits | activation, % at 2 µM | purified human sEH enzymatic activity, activator screen; in the data active means activation above about 37%; further: values of inactives mirror those of a sister screen read the other way
* = called active by the depositor; / = not tested or not shown. Unless noted, no stated cut-off is given here; in the data, active means inhibition above about 30%; inactive means the rest.

The opening 6 records (preview)
SMILES	PostGolgi yeast	CYP2C19 activ	DAT uptake mod	S1P2 antag	PostGolgi ctrl	CYP2C19 inh	sEH inhibitor	S1P2 ag	sEH act
CCC(C(=O)N1CCN(c2ccccn2)CC1)n1nc(C)n2c(cc3occc32)c1=O (centres undefined)	-4	0.5	0.76	/	2	46	/	/	/
COc1cc2c(cc1NC(=O)CN1CCN(S(=O)(=O)c3ccccc3F)CC1)oc1ccccc12	9	0.8	-0.12	1	-3	18	-8	-5	6
Clc1ccc(-c2nnc(SCc3cn4ccsc4n3)n2CC2CCCO2)cc1 (centres undefined)	3	0.6	-0.11	12	12	45	-12	-1	12
COc1cc(NS(=O)(=O)c2ccc(NC(=O)CSC3=NCCS3)cc2)nc(OC)n1	4	0.9	/	-4	6	6	5	-11	-5
S=C(NCCC1=CCCCC1)Nc1ccccc1	2	0.5	0.029	27	2	47	-10	-6	12
CC1C(O)=C(c2nc3ccccc3[nH]2)C(=N)N1c1ccccc1 (centres undefined)	-6	0.9	0.058	-46	14	9	-6	-4	4

Main list (from the top)
SMILES	PostGolgi yeast	CYP2C19 activ	DAT uptake mod	S1P2 antag	PostGolgi ctrl	CYP2C19 inh	sEH inhibitor	S1P2 ag	sEH act
CCC(C(=O)N1CCN(c2ccccn2)CC1)n1nc(C)n2c(cc3occc32)c1=O (centres undefined)	-4	0.5	0.76	/	2	46	/	/	/
COc1cc2c(cc1NC(=O)CN1CCN(S(=O)(=O)c3ccccc3F)CC1)oc1ccccc12	9	0.8	-0.12	1	-3	18	-8	-5	6
Clc1ccc(-c2nnc(SCc3cn4ccsc4n3)n2CC2CCCO2)cc1 (centres undefined)	3	0.6	-0.11	12	12	45	-12	-1	12
COc1cc(NS(=O)(=O)c2ccc(NC(=O)CSC3=NCCS3)cc2)nc(OC)n1	4	0.9	/	-4	6	6	5	-11	-5
S=C(NCCC1=CCCCC1)Nc1ccccc1	2	0.5	0.029	27	2	47	-10	-6	12
CC1C(O)=C(c2nc3ccccc3[nH]2)C(=N)N1c1ccccc1 (centres undefined)	-6	0.9	0.058	-46	14	9	-6	-4	4
CCOC(=O)c1cnc(-n2nc(C)cc2C)nc1N(CC)CC	0	0.5	0.59	/	18	46	/	/	/
COc1cccc(C(=O)CSc2nc3ccccc3n2CC(=O)N2CCOCC2)c1	4	0.8	-0.038	/	-6	17	/	/	/
COC(=O)C1=C(C)N(c2ccccc2)/C(=C/c2cccs2)C1=O	6	1	0.05	-11	21	0	1	-2	-3
Cc1cnc(C(=O)Nc2cccc3ncccc23)cn1	/	0.9	0.75	18	/	10	-1	-6	0
O=c1c2ccccc2nc2c3ccccc3c3nncn3n12	11	1.1	0.15	5	20	-6	-8	-3	9
COc1ccc(Br)cc1C1NC(=O)NC(C)=C1C(=O)N(C)C (centres undefined)	3	1	0.26	-1	1	0	6	-3	-5

Reprinted from the part before: 5 compounds, followed by the next part.
SMILES	PostGolgi yeast	CYP2C19 activ	DAT uptake mod	S1P2 antag	PostGolgi ctrl	CYP2C19 inh	sEH inhibitor	S1P2 ag	sEH act
COc1cccc(C(=O)CSc2nc3ccccc3n2CC(=O)N2CCOCC2)c1	4	0.8	-0.038	/	-6	17	/	/	/
COC(=O)C1=C(C)N(c2ccccc2)/C(=C/c2cccs2)C1=O	6	1	0.05	-11	21	0	1	-2	-3
Cc1cnc(C(=O)Nc2cccc3ncccc23)cn1	/	0.9	0.75	18	/	10	-1	-6	0
O=c1c2ccccc2nc2c3ccccc3c3nncn3n12	11	1.1	0.15	5	20	-6	-8	-3	9
COc1ccc(Br)cc1C1NC(=O)NC(C)=C1C(=O)N(C)C (centres undefined)	3	1	0.26	-1	1	0	6	-3	-5
CC1CCc2c(sc(N)c2C(N)=O)C1 (centres undefined)	0	1.1	-0.12	11	10	-11	-5	-1	4
CN(C)C(=O)c1c(-c2ccccc2)oc2ccc(O)cc12	12	1	1.3	/	3	1	/	/	/
O=C(CCS(=O)(=O)Cc1ccc(Cl)cc1)NCCCN1CCN(c2ccccc2F)CC1	-1	0.8	-0.37	11	-1	22	-14	-6	12
CC12CCC(C(=O)NCc3ccccc3)(OC1=O)C2(C)C (centres undefined)	-2	1.1	-1.3	-8	6	-8	-12	-1	14
O=C(O)c1cccc(-c2nnn(Cc3ccccc3)n2)c1	/	/	-0.59	3	/	/	11	-4	-6
CC1CCN(C(=O)c2scc3c2OCCO3)CC1	-5	0.8	-0.064	-2	10	16	-3	-9	2
CCOC(=O)c1c(C)n(C)c2ccc(OC(C)=O)cc12	/	/	-0.037	11	/	/	13	-2	-10
CCOC(=O)c1cc(C#N)c(SC)nc1-c1ccccc1	10	0.8	1.3	-1	16	17	-8	-7	7
CN(c1ccc(C(=O)N2CCOCC2)cc1)S(C)(=O)=O	-3	1	-0.2	-2	3	-3	-9	0	11
Cc1ccc(N2C(=O)c3ccccc3C2Nc2ccccc2F)nc1 (centres undefined)	0	0.6	-0.91	5	15	41	16	-2	-15
COCCCn1c(N)c(-c2nc3ccccc3n2C)c2nc3ccccc3nc21	10	0.3	0.87	30	73*	70*	8	-10	-10
CCCS(=O)(=O)N1CCCC(C(=O)NCC2CCCO2)C1 (centres undefined)	-7	1	-0.72	-8	-13	1	-4	-4	1
CC(C)(C)NS(=O)(=O)c1ccc(CCC(=O)Nc2cc(Cl)ccc2Oc2ccccc2)cc1	0	0.3	-0.46	20	-5	73*	2	-7	0
CC(C)(C)n1nc2c(c1NC(=O)COc1ccc3ccccc3c1)CS(=O)C2 (centres undefined)	-5	0.7	/	-8	-2	35	7	-5	-8
O=C(c1ccccc1)c1cc(F)c(N2CCOCC2)cc1Cl	-2	0.4	-0.053	-8	6	59*	4	-2	-3
COc1ccc(-n2[nH]c(C)cc2=O)cc1	2	0.9	0.5	0	9	6	23	-7	-24
COC(=O)c1ccccc1NC(=O)CSc1nnc(-c2ccc(OC)cc2)n1C	/	/	0.28	-17	/	/	4	-9	1
Cc1csc2c(C#N)c(=O)c3c(n12)CCC3	22	0.8	-0.8	-10	-4	16	-3	-7	3
CCCCN1C(=O)C(NC(=O)CC(C)C)(C(F)(F)F)C2=C1CC(C)(C)CC2=O (centres undefined)	3	1	0.95	6	5	1	10	-3	-9
O=C(c1ccc(CN2CCc3ccccc3C2)cc1)N1CCCCC1	10	1	1	/	13	-4	/	/	/
CCC(C)(C)NC(=O)CN(CC1CCCO1)C(=O)CCC(=O)Nc1nccs1 (centres undefined)	-6	1.1	-1.2	19	3	-9	-9	-1	9
COCCN(CCOC)c1nc(S(=O)(=O)c2ccc(C)cc2)c(Cl)s1	-2	0.2	0.047	1	6	81*	4	-10	-4
CN1C(=O)N(c2ccccc2)C(Nc2nncs2)C1(C)C (centres undefined)	1	1.1	/	25	12	-13	/	-7	/
O=C(CSc1ncccn1)NCc1ccccc1	-5	0.6	0.16	1	19	36	-29	-6	26
CCCCCCc1c(O)nc(SCC(=O)O)[nH]c1=O	-3	0.8	-0.27	/	/	17	13	/	-9
Cc1ccc2c(Cl)cc(Cl)c(OCC(=O)NCc3ccco3)c2n1	-9	0.9	/	6	3	13	4	-3	-4
O=C(Nc1ccc(Cl)cc1C(=O)Nc1ccc(Br)cn1)c1ccco1	22	1	-0.64	-4	52*	1	-4	-4	10
Cc1ccccc1OCC(=O)Nn1c(COc2ccccc2)nc2ccccc2c1=O	-8	0.7	0.35	-12	16	34	14	-6	-13
Cc1cc(=O)oc2c3c4c(cc12)OCCN4CCC3	/	/	0.47	-9	/	/	-7	5	13
COc1ccc(-c2nnc(SCC(=O)N3CCCCC3)o2)c(OC)c1	2	1	1.3	/	9	-3	/	/	/
O=C(/C=C/Nc1ccc(F)cc1)c1cccs1	/	/	-0.99	19	/	/	-6	-6	9
Cc1ccc(S(=O)(=O)Nc2ccc(S(=O)(=O)N3CCCC3)cc2)cc1	0	0.3	-0.55	19	0	68*	-8	-2	8
COc1ccc(CCNS(=O)(=O)c2cccc3nsnc23)cc1OC	-31	/	0.17	-10	8	/	/	-9	/
O=S(=O)(NCC(O)COCc1ccco1)c1cccs1 (centres undefined)	1	0.6	0.18	/	1	40	/	/	/
Cc1cc(NC(=O)CCC(=O)N(CC(=O)NCC2CCCO2)c2ccc3c(c2)OCCO3)no1 (centres undefined)	/	/	-0.32	-3	/	/	9	0	-5
O=[N+]([O-])c1ccc(Cl)c(C2Nc3cccc4cccc(c34)N2)c1	-2	0.8	-1.2	-14	10	21	8	-7	-5

Pulled by structure from above, three records:
SMILES	PostGolgi yeast	CYP2C19 activ	DAT uptake mod	S1P2 antag	PostGolgi ctrl	CYP2C19 inh	sEH inhibitor	S1P2 ag	sEH act
Cc1cc(NC(=O)CCC(=O)N(CC(=O)NCC2CCCO2)c2ccc3c(c2)OCCO3)no1 (centres undefined)	/	/	-0.32	-3	/	/	9	0	-5
Cc1ccc(N2C(=O)c3ccccc3C2Nc2ccccc2F)nc1 (centres undefined)	0	0.6	-0.91	5	15	41	16	-2	-15
O=C(CCS(=O)(=O)Cc1ccc(Cl)cc1)NCCCN1CCN(c2ccccc2F)CC1	-1	0.8	-0.37	11	-1	22	-14	-6	12

Going on with the list.
SMILES	PostGolgi yeast	CYP2C19 activ	DAT uptake mod	S1P2 antag	PostGolgi ctrl	CYP2C19 inh	sEH inhibitor	S1P2 ag	sEH act
CCCn1c(=O)c2c(c3ccccc31)OCC(=O)N2	-12	1	-0.17	/	-4	-1	/	/	/
COc1ccc(CNC(=O)C2CC=CCC2C(=O)O)cc1OC (centres undefined)	-6	1.2	0.5	0	-9	-20	8	-7	-6
COc1ccccc1NC(=O)CCN1CC(C)OC(C)C1 (centres undefined)	/	/	-0.5	-4	/	/	1	-3	4
CCOC(=O)/C=C1\SCC(=O)N1CC(=O)Nc1ccc(C(C)C)cc1	-2	0.6	0.73	2	9	36	-6	-7	5
Cc1cc(C)c(N(C(=O)Cn2nnc3ccccc32)C(C(=O)NC(C)(C)C)c2ccsc2)c(C)c1 (centres undefined)	-14	1	-0.41	9	2	-3	-8	-7	11
CCN(CC)C(=O)C1CCCN(Cc2ccccc2C(F)(F)F)C1 (centres undefined)	-13	0.4	-0.55	/	8	58*	/	/	/
Cc1cc2ncn(CCCCOc3ccccc3)c2cc1C	2	0.6	1	7	28	40	-6	-1	4
CC(C)[C@H](NC(=O)NCCc1ccc(F)cc1)C(=O)O	-13	0.9	-0.88	11	4	10	12	-3	-13
Cn1c(CN2CCOCC2)nc2cc(NC(=O)c3ccc(Cl)cc3)ccc21	3	1	0.093	-4	3	5	13	-8	-10
CN1C(=O)/C(=C2\SC(=S)N(CC3CCCO3)C2=O)c2ccccc21 (centres undefined)	4	0.8	1.9	21	11	15	6	-1	-6
Cc1cc(C)c(NC(=O)c2ccc(CN3CCc4ccccc4C3)cc2)c(C)c1	1	0.8	1.8	-8	13	18	-7	-4	8
CCOC(=O)N1CCN(C(=O)CSCC(=O)N=c2sc3ccccc3n2C)CC1	2	1	-0.29	-4	-1	-1	-1	0	-1
COc1ccc(NC(=O)CN2CCC(C)CC2)c([N+](=O)[O-])c1	8	0.4	1	-26	3	65*	-9	-3	9
O=C(/C=N/O)Nc1ccc(F)cc1	6	1	0.14	-12	10	-2	/	-8	/
CCn1c(=O)c(-[n+]2ccccc2)c(O)c2ccccc21	-2	1	-0.63	-5	-4	2	-11	-3	9
COc1ccc(Cl)cc1S(=O)(=O)N1CCN=C1C	5	0.1	0.72	-12	16	90*	/	-3	/
CS(=O)(=O)N(CC(=O)Nc1ccc2c(c1)OCCO2)Cc1ccc(Cl)cc1	-11	1	0.2	-11	6	2	-11	-3	9

An unsorted share of the library; about 24% have a hit in one of these screens.
